Bioassay records deposited in PubChem by National Center for Advancing Translational Sciences (NCATS).
TDP1 block: TDP1 (human) enzyme inhibition; Q9NUW8; Potency, µM (titrated, usually from 130 µM), without a hit: top-dose activity change, negative = inhibition, hits mostly inhibitors; hit rate 0.28% among 350,000; recombinant TDP1, AlphaScreen DNA substrate cleavage; also: nearly all actives have a fitted effect of over 40% in size
Target sequence (Q9NUW8 whole entry, looked up): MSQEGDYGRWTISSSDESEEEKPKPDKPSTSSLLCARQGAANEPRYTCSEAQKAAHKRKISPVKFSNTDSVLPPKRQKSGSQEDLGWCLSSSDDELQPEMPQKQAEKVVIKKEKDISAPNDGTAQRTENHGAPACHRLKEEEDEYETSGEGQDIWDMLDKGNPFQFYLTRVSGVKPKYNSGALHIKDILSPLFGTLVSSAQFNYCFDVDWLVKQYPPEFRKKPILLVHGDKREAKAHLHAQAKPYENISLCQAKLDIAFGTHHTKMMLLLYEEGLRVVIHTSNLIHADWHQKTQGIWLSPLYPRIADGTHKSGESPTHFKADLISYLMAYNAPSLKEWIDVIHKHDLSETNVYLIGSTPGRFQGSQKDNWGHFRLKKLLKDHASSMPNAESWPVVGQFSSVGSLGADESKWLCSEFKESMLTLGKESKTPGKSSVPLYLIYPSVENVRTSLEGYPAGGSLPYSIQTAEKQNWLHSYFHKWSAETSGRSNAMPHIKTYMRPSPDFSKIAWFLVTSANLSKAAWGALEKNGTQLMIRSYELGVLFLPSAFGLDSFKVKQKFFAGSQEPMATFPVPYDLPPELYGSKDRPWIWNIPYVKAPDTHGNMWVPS
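Steps: enzyme plus compound, 15 min RT; add biotin/phosphotyrosine-FITC oligonucleotide (15 nM final), react 5 min; add donor/acceptor beads (10 ug/ml final), 10 min; read AlphaScreen. Tdp1 at 1 nM final.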
FEN1 inhibitor: human FEN1 inhibition; Potency, µM (titrated, usually from 114 µM), without a hit: at the top dose activity change, negative = inhibition, hits mostly inhibitors; hit rate 0.35% among 390,000; P39748; Recombinant FEN1 flap cleavage, fluorescence, 15 min; AID 588795; also: nearly all actives have a fitted effect of over 65% in size
Target sequence (P39748 whole entry, looked up): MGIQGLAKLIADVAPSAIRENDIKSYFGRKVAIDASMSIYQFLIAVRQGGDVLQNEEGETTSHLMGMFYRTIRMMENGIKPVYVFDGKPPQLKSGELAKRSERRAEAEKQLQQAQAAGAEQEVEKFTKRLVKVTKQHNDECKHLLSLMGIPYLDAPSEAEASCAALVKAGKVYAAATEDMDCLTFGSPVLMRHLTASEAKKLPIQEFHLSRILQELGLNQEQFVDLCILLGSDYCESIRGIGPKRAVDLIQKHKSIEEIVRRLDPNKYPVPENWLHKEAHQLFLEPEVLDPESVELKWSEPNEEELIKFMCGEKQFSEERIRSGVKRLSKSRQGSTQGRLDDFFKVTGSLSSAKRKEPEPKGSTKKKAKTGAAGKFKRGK
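Enzyme 10 nM, 15 min RT preincubation with compound; start with substrate 50 nM final; reads at 0 and 15 min; qHTS titration, four-parameter Hill fit.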
N370S GC: inhibitors or activators of N370S glucocerebrosidase for Gaucher disease. P04062. N370S GC spleen homogenate, 4MU-glucoside fluorescence. Potency, µM (titrated, usually from 59.4 µM), without a hit: top-dose activity change, negative = inhibition, most hits filed as inhibitors. AID 2101. hit rate 0.092% among 330,000;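 also: 0% = full enzyme activity and -100% = no enzyme basal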
Starred values were filed as active, the others as inactive; & = joins results of further samples; [ ] = another dose, or the depositor's remark. Calls follow the shape of the dose curve; as a rule, active = well fitted curve in the direction sought with a large enough effect; inconclusive = small, poorly fitted or top-dose-only effect, or another doubt; inactive = no such curve, though single readings can be large; an effect the other way counts as inactive or inconclusive. Unless noted, % is scaled to controls: 0 for no effect and ±100 for the full control effect; potency is read from the fitted curve at half-maximal effect.

What do the screens show for `CCCOC(=O)C1C2C=C[C@]3(CN(CCc4ccccc4)C(=O)[C@H]13)O2` (some centres not stated)?
TDP1 block: -1%; FEN1 inhibitor: -9%; N370S GC: 1%

What do the screens show for `O=C(NCc1nc2ncc(Br)cc2[nH]1)c1ccccc1`?
TDP1 block: 1%; FEN1 inhibitor: 0%; N370S GC: -12%[2.35 µM]

Results for CC(/C=N/NC(=O)CSc1nc2ccccc2n1C)=C\c1ccco1 ?
TDP1 block: 5%; FEN1 inhibitor: 4%; N370S GC: 3%

Results for O=C(O)Cc1ccc(NC(=S)Nc2ccc(Br)cc2Cl)cc1 ?
TDP1 block: 0%; FEN1 inhibitor: -12%; N370S GC: -5%

What do the screens show for `Cc1ccc(S(=O)(=O)N/N=C/c2cc(Br)ccc2O)cc1`?
TDP1 block: 9%; FEN1 inhibitor: -12%; N370S GC: 8%

Results for Cc1[nH][nH]c(=O)c1C(c1ccccc1[N+](=O)[O-])C(C#N)C#N (configuration not stated) ?
TDP1 block: 5%; FEN1 inhibitor: 0%; N370S GC: -6%

What do the screens show for `COc1cc(NC(=S)N2CCN(c3ccccn3)CC2)c(OC)cc1Cl`?
TDP1 block: -5%; FEN1 inhibitor: -10%; N370S GC: inconclusive

Results for CC(C)c1ccc(N(CC(=O)N/N=C/c2ccc(OC3CSC3)cc2)S(=O)(=O)c2ccccc2)cc1 ?
TDP1 block: 1%; FEN1 inhibitor: -10%; N370S GC: 2%

Results for Cc1ccc(C)c(NC(=O)c2ccccc2NS(=O)(=O)c2cc([N+](=O)[O-])ccc2C)c1 ?
TDP1 block: 5%; FEN1 inhibitor: -10%; N370S GC: -2%

What do the screens show for `Cc1ccc(C(=O)Nc2cccnc2)cc1S(=O)(=O)N1CCCCC1`?
TDP1 block: 1%; FEN1 inhibitor: -1%; N370S GC: 1%

Results for CCC(c1nnnn1C(C)(C)C)N1CCN(C2CCCC2)CC1 (configuration not stated) ?
TDP1 block: 3%; FEN1 inhibitor: 8%; N370S GC: -5%

What do the screens show for `COc1cccc(NC(=O)CCNS(=O)(=O)c2ccc3c(c2)CC(C)N3C(=O)C2CC2)c1` (configuration not stated)?
TDP1 block: 2%; FEN1 inhibitor: 16%; N370S GC: -5%

How did COc1ccc(OC)c(N2Cc3cc(C)c(C)cc3C2)c1 do in these assays?
TDP1 block: 4%; FEN1 inhibitor: -1%; N370S GC: 2%

Results for CCOc1ccc(N(C)S(=O)(=O)c2ccc(C)c(C(=O)N3CCN(Cc4ccc5c(c4)OCO5)CC3)c2)cc1 ?
TDP1 block: 4%; FEN1 inhibitor: -16%

Results for O=c1c(=O)n(-c2ccccc2)ccn1Cc1cccc(C(F)(F)F)c1 ?
TDP1 block: 4%; FEN1 inhibitor: 2%

Results for CN(CC(=O)Nc1ccc(Cl)c(Cl)c1)C(=O)CN1C(=O)NC2(CCCC2)C1=O ?
TDP1 block: -9%[0.505 µM]; FEN1 inhibitor: 0%; N370S GC: 2%

What do the screens show for `CCOC(=O)c1c(C)n(C)c2ccc(OC)c([N+](=O)[O-])c12`?
TDP1 block: 5%; FEN1 inhibitor: 21%; N370S GC: 6%

How did COC(=O)C(C)N1C(=O)S/C(=C/c2cc(C)n(C(C)C)c2C)C1=O (configuration not stated) do in these assays?
TDP1 block: 10%; FEN1 inhibitor: -13%; N370S GC: 12%

Results for CS(=O)(=O)CCC(C(=O)OCc1ccc(Br)cc1)N1C(=O)c2ccccc2C1=O (configuration not stated) ?
TDP1 block: -1%; FEN1 inhibitor: 3%; N370S GC: 2%

What do the screens show for `COc1[nH]c2ccc(F)cc2c1C(=O)OCC1CCN(CCNS(C)(=O)=O)CC1`?
TDP1 block: 7%&8%; FEN1 inhibitor: -1%; N370S GC: 0%&-6%

What do the screens show for `Cc1nc(-c2nc(C(=O)NNS(C)(=O)=O)cs2)cs1`?
TDP1 block: 3%; FEN1 inhibitor: -3%; N370S GC: -1%

How did O=C(c1ccco1)N1CCN(S(=O)(=O)Cc2ccccc2Cl)CC1 do in these assays?
TDP1 block: 5%; FEN1 inhibitor: 13%; N370S GC: 18%

Results for Cc1ccc(OCC(=O)N/N=C/c2ccncc2)cc1C ?
TDP1 block: 9%; FEN1 inhibitor: -4%; N370S GC: -9%

Results for Cc1cnc(C(=O)N2CCCC(C(=O)c3ccc(Cl)cc3C)C2)cn1 (configuration not stated) ?
TDP1 block: 6%; FEN1 inhibitor: 17%; N370S GC: -18%

How did CCOc1ccc(NC(=O)CCN2C(=O)CSc3ccccc32)cc1 do in these assays?
TDP1 block: 1%; FEN1 inhibitor: -7%

What do the screens show for `CS(=O)(=O)N(CCc1ccccc1)CC(=O)Nc1ccc2c(c1)OCO2`?
TDP1 block: 3%; FEN1 inhibitor: -14%; N370S GC: 0%

Results for c1ccc2c(-c3nnc4n3CCCCC4)cc(-c3ccncc3)nc2c1 ?
TDP1 block: 0%; FEN1 inhibitor: -4%; N370S GC: 4%

Results for COc1cccc(CN2C(=O)c3ccccc3C2C(=O)NCCc2ccccc2)c1 (configuration not stated) ?
TDP1 block: 1%; FEN1 inhibitor: 15%

What do the screens show for `CC1CCN(C(=O)c2ccc(S(=O)(=O)N3CCOCC3)cc2)CC1`?
TDP1 block: -4%; FEN1 inhibitor: 2%; N370S GC: -2%

How did Cc1cc(C)n2nc(SCCCC(=O)c3ccccc3)nc2n1 do in these assays?
TDP1 block: 5%; FEN1 inhibitor: 3%; N370S GC: 4%

How did CCOCCCNC(=O)CN1CCN(Cc2ccc(Cl)cc2)C1=O do in these assays?
FEN1 inhibitor: 14%; N370S GC: -2%

What do the screens show for `COc1ccccc1CNC(=O)[C@@H](NC(=O)C1CCN(C(=O)[C@@H]2CCCN2C(=O)OC(C)(C)C)CC1)C(C)C`?
FEN1 inhibitor: 17%; N370S GC: -5%

Results for Cc1ccc(NS(=O)(=O)c2cc(C(=O)O)ccc2Cl)c(C)c1 ?
TDP1 block: -5%; FEN1 inhibitor: 5%; N370S GC: 28%

What do the screens show for `COc1ccc(-n2nc(C(=O)N(C)c3cccc(C(F)(F)F)c3)c3c4ccccc4n(C)c3c2=O)cc1`?
TDP1 block: 2%; FEN1 inhibitor: -7%

Results for CN(C)CCN(C(=O)CN1C(=O)c2ccccc2C1=O)c1nc2cc3c(cc2s1)OCCO3 ?
TDP1 block: 1%; FEN1 inhibitor: 1%; N370S GC: -12%

What do the screens show for `O=C(NCc1ccncc1)Nc1ccc2c(c1)OCO2`?
TDP1 block: 3%; FEN1 inhibitor: -13%; N370S GC: 0%

How did CSc1ccc(CCNC(=O)C(C)n2c(C)c3cnn(-c4ccccc4)c(=O)c3c2C)cc1 (configuration not stated) do in these assays?
TDP1 block: 8%; FEN1 inhibitor: 5%

What do the screens show for `CCCCN(C)C(=O)c1oc2ccc(S(=O)(=O)N3CCCCCC3)cc2c1C`?
TDP1 block: 2%; FEN1 inhibitor: -3%; N370S GC: 1%

What do the screens show for `CC1CCN(CCOCCSc2ccc(Cl)cc2)CC1`?
TDP1 block: -12%; FEN1 inhibitor: -3%; N370S GC: 2%

Results for NS(=O)(=O)c1ccc(CCNC(=O)CNC(=O)c2ccccc2F)cc1 ?
FEN1 inhibitor: -1%; N370S GC: 3%

Results for COc1ccc(-c2cc3ccc(O)c(CN4CCCC(C)C4)c3oc2=O)cc1 (configuration not stated) ?
TDP1 block: -11%; FEN1 inhibitor: -5%

How did O=C(COC(=O)c1oc2ccccc2c1CSc1ccc(Cl)cc1)NC1CCCC1 do in these assays?
TDP1 block: -4%; FEN1 inhibitor: 5%; N370S GC: 28%

Results for Cc1cccc(NC(=O)/C=C/c2cccs2)n1 ?
TDP1 block: 0%; FEN1 inhibitor: 2%; N370S GC: inconclusive

What do the screens show for `O=C(CCNS(=O)(=O)c1ccccc1C(F)(F)F)N1CCN(S(=O)(=O)c2cccc(Cl)c2)CC1`?
FEN1 inhibitor: -7%; N370S GC: -6%

Results for Cc1cccc(NC(=S)N2CCN(c3ccc(F)cc3)CC2)c1 ?
TDP1 block: -3%; FEN1 inhibitor: -6%; N370S GC: 3%

Results for CC(C(=O)NC1C=CS(=O)(=O)C1)N1C(=O)/C(=C/c2ccc(Cl)cc2)SC1=S (configuration not stated) ?
TDP1 block: 5%; FEN1 inhibitor: -7%; N370S GC: inconclusive

What do the screens show for `COc1ccc(NC(=O)C2CCN(C(=O)Nc3ccc(C)cc3)CC2)cc1OC`?
TDP1 block: 7%; FEN1 inhibitor: 1%; N370S GC: -5%

How did Cc1cc(C)nc(-n2ncc3c2CC(c2ccc(C(C)C)cc2)CC3=O)n1 (configuration not stated) do in these assays?
TDP1 block: 1%; FEN1 inhibitor: -1%; N370S GC: 9%

Results for COc1ccc(-n2ccnc2SCC(=O)NC2CCCC2)cc1 ?
TDP1 block: 2%; FEN1 inhibitor: -1%

Results for O=C(Oc1ccc2ccccc2c1Cl)N1CCCCCC1 ?
FEN1 inhibitor: -3%; N370S GC: 15%

Results for COC(=O)CCCC(=O)N1CCCC(N(C)CCc2ccccc2)C1 (configuration not stated) ?
FEN1 inhibitor: -14%; N370S GC: -2%

How did CCCc1cc2nnc(SCC(=O)N(C)C3CCCCC3)n2c(N)n1 do in these assays?
TDP1 block: 15%; FEN1 inhibitor: -1%; N370S GC: -14%

Results for Cc1c(CCC(=O)NC2CC2)c(=O)oc2cc(O)ccc12 ?
FEN1 inhibitor: -7%; N370S GC: inconclusive

How did CCOc1ccc(-c2cc(C(=O)O)c3ccccc3n2)cc1 do in these assays?
TDP1 block: 0%; FEN1 inhibitor: -7%; N370S GC: 7%

Results for COC(=O)c1ccc(NC(=O)CSc2nnc(-c3ccncc3)n2C)cc1 ?
TDP1 block: 1%; FEN1 inhibitor: -8%; N370S GC: -1%

Results for CCSc1nnc(NC(=O)C2CC=CCC2C(=O)O)s1 (configuration not stated) ?
TDP1 block: 56µM*; FEN1 inhibitor: -12%; N370S GC: 9%

Results for COC(=O)C(CCSC)NS(=O)(=O)c1ccccc1Br (configuration not stated) ?
TDP1 block: 9%; FEN1 inhibitor: -16%; N370S GC: -6%

How did COc1ccccc1NC(=O)c1c(Nc2ccccc2C)sc(C(=O)Nc2cccc(Cl)c2)c1N do in these assays?
TDP1 block: 7%; FEN1 inhibitor: -16%; N370S GC: -12%

What do the screens show for `COc1ccccc1N1CCN(S(=O)(=O)c2ccc(F)c(C(=O)Nc3ccc(C)c(F)c3)c2)CC1`?
TDP1 block: 5%; FEN1 inhibitor: 8%

How did COc1ccc(OC)c(NC(=O)C2CC(=O)N(c3ccccc3)C2)c1 (configuration not stated) do in these assays?
TDP1 block: 1%; FEN1 inhibitor: 5%; N370S GC: 2%

Pulled by compound from the entries so far:
What do the screens show for `O=C(CCNS(=O)(=O)c1ccccc1C(F)(F)F)N1CCN(S(=O)(=O)c2cccc(Cl)c2)CC1`?
FEN1 inhibitor: -7%; N370S GC: -6%

How did CCOc1ccc(-c2cc(C(=O)O)c3ccccc3n2)cc1 do in these assays?
TDP1 block: 0%; FEN1 inhibitor: -7%; N370S GC: 7%

How did Cc1cc(C)nc(-n2ncc3c2CC(c2ccc(C(C)C)cc2)CC3=O)n1 (configuration not stated) do in these assays?
TDP1 block: 1%; FEN1 inhibitor: -1%; N370S GC: 9%

Results for O=C(Oc1ccc2ccccc2c1Cl)N1CCCCCC1 ?
FEN1 inhibitor: -3%; N370S GC: 15%

By substructure, the compounds so far with a COOH group
Results for O=C(O)Cc1ccc(NC(=S)Nc2ccc(Br)cc2Cl)cc1 ?
TDP1 block: 0%; FEN1 inhibitor: -12%; N370S GC: -5%

Results for Cc1ccc(NS(=O)(=O)c2cc(C(=O)O)ccc2Cl)c(C)c1 ?
TDP1 block: -5%; FEN1 inhibitor: 5%; N370S GC: 28%

How did CCOc1ccc(-c2cc(C(=O)O)c3ccccc3n2)cc1 do in these assays?
TDP1 block: 0%; FEN1 inhibitor: -7%; N370S GC: 7%

Results for CCSc1nnc(NC(=O)C2CC=CCC2C(=O)O)s1 (configuration not stated) ?
TDP1 block: 56µM*; FEN1 inhibitor: -12%; N370S GC: 9%
